# Screens (PubChem)
# TDP1 block: blocks human tyrosyl-DNA phosphodiesterase 1. recombinant TDP1, AlphaScreen DNA substrate cleavage. Q9NUW8. 350,000 tested, 0.28% active. Potency, µM (doses to about 130 µM), inactives show at the highest dose activity change, negative = inhibition, actives largely listed as inhibitors; further: nearly all actives have a fitted effect of over 40% in size
# Target sequence (Q9NUW8 whole entry, looked up): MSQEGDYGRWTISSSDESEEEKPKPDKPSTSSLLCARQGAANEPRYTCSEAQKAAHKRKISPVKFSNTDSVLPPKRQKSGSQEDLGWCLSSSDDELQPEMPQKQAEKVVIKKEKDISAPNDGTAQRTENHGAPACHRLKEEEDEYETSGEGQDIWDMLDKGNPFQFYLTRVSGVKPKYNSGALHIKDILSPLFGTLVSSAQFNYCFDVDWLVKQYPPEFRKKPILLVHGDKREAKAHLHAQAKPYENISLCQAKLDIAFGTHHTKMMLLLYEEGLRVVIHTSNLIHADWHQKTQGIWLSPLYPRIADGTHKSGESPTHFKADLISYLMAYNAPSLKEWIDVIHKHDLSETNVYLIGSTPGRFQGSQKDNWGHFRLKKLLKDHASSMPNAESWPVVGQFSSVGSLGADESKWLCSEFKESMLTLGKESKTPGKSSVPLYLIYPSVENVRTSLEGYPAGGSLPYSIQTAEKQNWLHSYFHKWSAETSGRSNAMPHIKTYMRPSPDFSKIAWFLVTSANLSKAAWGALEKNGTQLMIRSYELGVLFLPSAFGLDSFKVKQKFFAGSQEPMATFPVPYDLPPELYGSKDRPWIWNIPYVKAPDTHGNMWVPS
#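 Enzyme-compound mixtures sat 15 min at room temperature, followed by a 5 min reaction with 15 nM final substrate and 10 min with AlphaScreen beads. Recombinant human Tdp1 was used at 1 nM final.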
# TDP1 cell CPT: DT40-hTDP1 cell growth loss with CPT | chicken DT40 Tdp1-/-;hTDP1 cells + 20 nM CPT, ATP luminescence, 48 h | Potency, µM (doses to about 46.2 µM), without a hit: top-dose activity change, negative = growth inhibition, usual class: inhibitors | 420,000 tested, 12% active | AID 686979; further: nearly all actives have a fitted effect of over 55% in size
#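 Chicken DT40 Tdp1-/- cells complemented with human TDP1, 400 cells/well, exposed to compounds plus 20 nM camptothecin for at least 48 h at 37 C; viability read as ATP content by CellTiter-Glo luminescence.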
# DT40 TDP1 no CPT: qHTS for Inhibitors of human tyrosyl-DNA phosphodiesterase 1 (TDP1): qHTS in cells in absence of CPT; Potency, µM (titrated, usually from 46.2 µM), inactives show at the top dose activity change, negative = growth inhibition, most hits filed as inhibitors; AID 686978, 2013; 420,000 tested, 15% active; DT40 Tdp1-/- hTDP1 cells, no CPT, ATP luminescence, 48 h; further: nearly all actives have a fitted effect of over 55% in size
#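 DT40 Tdp1-/-;hTDP1 cells, no CPT (DMSO vehicle only), 400 cells/well; compounds pin-transferred; ≥48 hr, 37 °C; CellTiter-Glo 30 min RT dark, luminescence read.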
# * = called active by the depositor; ? = inconclusive; nt = no result given; [ ] = dose if it differs, or a comment. The call rests on the fitted dose curve; in most records, active means well fitted curve in the direction sought with a large enough effect; inconclusive means small, poorly fitted or top-dose-only effect, or another doubt; inactive means no such curve, though single readings can be large; an effect the other way counts as inactive or inconclusive. On the % scale 0 is the no-effect control and ±100 the full control effect; potency means the concentration at half of the fitted maximal effect.
smiles | TDP1 block | DT40 TDP1 no CPT | TDP1 cell CPT
CCOC(=O)N[C@H](Cc1c[nH]c2ccccc12)C(=O)NC1CC1 | 4.2% | 7.4% | 0.8%
CN(C)CCN(Cc1ccccc1)C(=O)c1[nH]c(C(F)(F)F)nc1-c1ccccc1 | nt | ? | -15.0%
CCC(O)c1nc2ccccc2n1CCc1ccccc1 (stereo not given) | nt | ? | ?
COc1ccc(S(=O)(=O)N2CCc3ccccc32)cc1C(=O)NCc1ccco1 | ? | ? | 2.6%
Cc1noc(C)c1CSCC(=O)OCC(=O)NC1CCCCC1 | 0.0% | -2.5% | -0.1%
COc1cccc(C(=O)NCc2ccc3c(c2)CCN3C(=O)c2ccncc2)c1 | 0.5% | ? | -12.1%
CC(=O)Nc1ccc(NC(=O)CSc2nnc(NC(=O)C3CC(=O)N(c4ccccc4)C3)s2)cc1 (stereo not given) | 3.7% | -3.0% | -9.2%
Cc1ccc(S(=O)(=O)Nc2ccc(F)cc2)cc1C(=O)N1CCOCC1 | 0.0% | ? | -4.0%
CN(CC(=O)NCCc1ccc(S(N)(=O)=O)cc1)CC(=O)Nc1ccc(Cl)c(C(F)(F)F)c1 | nt | 13µM* | 13µM*
Cn1c(SCc2ccccc2)nnc1-c1cnccn1 | 5.7% | 0.0% | -16.5%
CC(C)N(Cc1nc(-c2ccccc2)no1)C(=O)C1CCCCC1 | 3.9% | ? | ?
CCc1ccc2occ(CC(=O)Nc3ccc(OC)c(Cl)c3)c2c1 | 4.9% | ? | ?
CC1CCN(C(=O)CSc2nc3ccccc3s2)CC1 | 4.0% | -13.9% | 11.8%
Cc1nn(-c2ccc(C(=O)O)cc2)c(C)c1Cl | 2.6% | -25.5% | -10.9%
CCN(CC)c1ccc(C(=O)Nn2cnc3ccccc3c2=O)cc1 | nt | -10.9% | -6.1%
Cc1cc(N(C)C(=O)c2ccc3c(c2)S(=O)(=O)c2cc(Cl)ccc2C3=O)c(C(F)(F)F)o1 | 0.6% | -23.5% | -11.7%
CCOC(=O)C1CCCN(C(=O)C2CCN(c3nnc(C)c4c(C)n(-c5ccccc5)nc34)CC2)C1 (stereo not given) | 8.5% | ? | ?
Cc1cc(NC(=O)c2ccco2)no1 | 4.7% | 1.6% | -14.8%
CCCCc1nn2c(=O)cc(COC(=O)c3cccc(OC)c3)nc2s1 | 3.2% | -27.2% | ?
O=C(CCCCCN1C(=O)c2ccccc2C1=O)Nc1ccccc1F | nt | -50.8% | 12.8%
Cc1cc(C)cc(NC(=O)C2CCN(S(C)(=O)=O)CC2)c1 | nt | ? | ?
O=C(O)c1ccccc1C(=O)Nc1ccc(Nc2ccccc2)cc1 | nt | -0.7% | ?
CCS(=O)(=O)N1CCC(C(=O)O)CC1 | 2.6% | -0.6% | -2.6%
CCNC(=O)/C(C#N)=C/c1c(N2CCN(c3cccc(Cl)c3)CC2)nc2c(C)cccn2c1=O | nt | ? | ?
O=C1c2ccccc2C(=O)N1/N=C/c1ccc(O)c(O)c1 | -10.1% | -19.6% | -26.4%
O=C(O)/C=C\C(=O)Nc1cccc(NC(=O)c2ccccc2)c1 | -3.5% | 24.5% | 3.5%
Cc1ccc(C)c(S(=O)(=O)N2CCN(C(=O)[C@H](C)N3C(=O)C4CC=CCC4C3=O)CC2)c1 (stereo not given in full) | 1.5% | -27.1% | -13.7%
COc1cc(/C=C(\C#N)C(=O)NCC2CCCO2)ccc1OCC(=O)O (stereo not given) | 5.4% | ? | -2.0%
COc1cc2c(C#CCO)c(-c3ccc(C#N)cc3)oc(=O)c2cc1OC | -0.3% | -24.8% | ?
O=C(Cc1cccs1)N1CCN(c2ccc([N+](=O)[O-])cc2)CC1 | 6.2% | ? | ?
CCCc1ccc(-c2ccc(C(=O)Oc3ccc(Br)cc3)cc2)nc1 | -1.3%[12.3 µM] | -10.2% | -1.0%
Cn1cccc1/C=N/NC(=O)c1cccs1 | 7.1% | 6.2% | 0.9%
COc1ccc(S(=O)(=O)Cc2ccccc2)cc1N | -1.0% | ? | 9.2µM*
O=C(O)C(c1ccccc1)c1ccccc1 | nt | -5.3% | 1.3%
COC(=O)c1ccc(C)c(NC(=O)Cc2coc3cc(OC)ccc23)c1 | 0.0% | ? | -14.0%
O=C(O)c1nc(-c2ccccc2)n(-c2ccc(Cl)cc2)n1 | 4.8% | 2.0% | 16.9%
CCOc1ccc(C2=CC(c3cc(Br)ccc3F)n3ncnc3N2)cc1Cl (stereo not given) | 5.7% | 18.4µM* | 14.6µM*
COc1ccc(S(=O)(=O)Nc2c(O)ccc3ccccc23)cc1OC | nt | -24.8% | ?
CCN1CCN(C2CCCCC2NS(=O)(=O)c2ccc(Cl)cc2)CC1 (stereo not given) | -3.3% | 4.4% | ?
COc1coc(/C=C/C(=O)O)cc1=O | -7.6% | -14.6% | -2.3%
C=CCOCCN1C(=O)C2C(c3ccccc3)C=CC(c3ccccc3)C2C1=O (stereo not given) | 2.0% | -85.3% | -26.1%
CC(CCc1ccccc1)NC(=O)CSc1ccccn1 (stereo not given) | 2.3% | 5.4% | -21.1%
COc1ccccc1CCNC(=O)Cc1c(C)c2cc3c(C)coc3cc2oc1=O | 9.3% | ? | ?
COc1ccccc1OCCCC(=O)Nc1nccs1 | 0.0% | -12.3% | -16.0%
O=C(NC1CCCCC1)c1ccc(Cn2c(SCc3ccc(F)cc3)nc3cccnc32)cc1 | 6.2% | -10.3% | -9.2%
CCC1(c2ccc(F)cc2)NC(=O)N(CC(=O)NCc2ccc(F)cc2)C1=O (stereo not given) | nt | 14.7% | -20.7%
CCCS(=O)(=O)c1c(S(=O)(=O)CCC)c2c(C)cccn2c1C(=O)OC | 3.0% | 12.6µM* | 13µM*
COc1ccc(CNC(=O)CN(c2ccc(C(C)=O)cc2)S(=O)(=O)c2ccc(C)cc2)cc1OC | -0.3% | -4.9% | 11.5%
Nc1ncnn1Cc1ccccc1 | nt | 4.3% | 9.0%
Cc1ccc2ccccc2n1 | nt | 5.2% | 4.5%
O=[N+]([O-])c1ccc(O)c(/C=N/Nc2nn[nH]n2)c1 | 9.3% | 2.0% | -22.9%
O=C(CCc1nc2ccccc2s1)NC1CCOC1=O (stereo not given) | -3.7% | -4.2% | -4.3%
COc1ccc(/C=C(/NC(=O)c2ccccc2)C(=O)N/N=C/c2ccncc2)cc1 | 3.4% | 8.5% | 8.8%
Cc1nonc1C1CCCN1Cc1nc(-c2ccccc2Cl)oc1C (stereo not given) | 0.0% | 14.6µM* | ?
Cc1nnc2c(-c3ccccc3)nc3ccccc3n12 | 7.1% | ? | -5.8%
Cc1ccc2nc(-c3ccccc3N)[nH]c2c1 | 0.0% | ? | -24.6%
N#Cc1c(C(F)(F)F)cc(-c2cccs2)nc1SCc1ccccc1F | 3.2% | ? | ?
CC(C)(C)C1(C)OC(C(N)=O)C(C(N)=O)O1 (stereo not given) | 4.8% | -1.3% | -1.5%
CCOC(=O)C1=C(CN2CCN(CC)CC2)NC(=O)NC1c1ccc(Cl)cc1 (stereo not given) | 2.3% | 23.1µM* | ?
CNS(=O)(=O)c1cccc(C(=O)OC2CCCCC2=O)c1 (stereo not given) | 0.0% | -23.1% | -4.8%

# Of the compounds above, six have a furan ring, fused or not:
smiles | TDP1 block | DT40 TDP1 no CPT | TDP1 cell CPT
COc1ccc(S(=O)(=O)N2CCc3ccccc32)cc1C(=O)NCc1ccco1 | ? | ? | 2.6%
CCc1ccc2occ(CC(=O)Nc3ccc(OC)c(Cl)c3)c2c1 | 4.9% | ? | ?
Cc1cc(N(C)C(=O)c2ccc3c(c2)S(=O)(=O)c2cc(Cl)ccc2C3=O)c(C(F)(F)F)o1 | 0.6% | -23.5% | -11.7%
Cc1cc(NC(=O)c2ccco2)no1 | 4.7% | 1.6% | -14.8%
COC(=O)c1ccc(C)c(NC(=O)Cc2coc3cc(OC)ccc23)c1 | 0.0% | ? | -14.0%
COc1ccccc1CCNC(=O)Cc1c(C)c2cc3c(C)coc3cc2oc1=O | 9.3% | ? | ?

# (list continues)
smiles | TDP1 block | DT40 TDP1 no CPT | TDP1 cell CPT
O=c1c2c3c(sc2ncn1/N=C/c1ccc([N+](=O)[O-])o1)CCCC3 | 3.0% | 2.31µM* | 2.59µM*
Cc1ccc(S(=O)(=O)Nc2nc(C)c(C(=O)Nc3ccccc3)s2)cc1 | 3.1% | -7.5% | -9.5%
CN(C)C1(CNC(=O)C2CCN(S(=O)(=O)c3c(Cl)cccc3Cl)CC2)CCCCC1 | -0.2% | -24.3% | 1.0%
Cn1nnnc1SCc1nnc(-c2ccc(F)cc2)o1 | 2.3% | -2.8% | 11.2%
CCOC(=O)c1c(S(=O)(=O)Nc2ccc(F)cc2C)c(C)n(C)c1C | 4.3% | -1.1% | -6.5%
COc1ccccc1Nc1nnc(SCc2cc(=O)n3cc(C)ccc3n2)s1 | 0.0% | ? | ?
CC(=O)Nc1ccc(S(=O)(=O)N(C)c2ccccc2)cc1 | 3.0% | -5.9% | -8.0%
COC(=O)Cc1ccc(NC(=S)Nc2ccc(N3CCOCC3)cc2)cc1 | -2.7% | ? | -14.2%
CC1(C)NC(=O)N(CCCSc2ccc(Cl)cc2)C1=O | 5.1% | -18.8% | -21.5%
CC(=O)c1c(C)[nH]c(C(=O)OCC(=O)NCCC(C)C)c1C | 4.9% | ? | -19.5%
O=C1CC(=O)C(n2cncn2)C(c2c(F)cccc2Cl)C1 (stereo not given) | 1.1% | 3.6% | 6.6%
O=C(Nc1cnn(Cc2ccccc2)c1)NC12CC3CC(CC(C3)C1)C2 | 5.6% | -9.6% | -24.3%

# Quoted from the results shown, 7 compounds:
smiles | TDP1 block | DT40 TDP1 no CPT | TDP1 cell CPT
O=c1c2c3c(sc2ncn1/N=C/c1ccc([N+](=O)[O-])o1)CCCC3 | 3.0% | 2.31µM* | 2.59µM*
Cc1ccc(S(=O)(=O)Nc2nc(C)c(C(=O)Nc3ccccc3)s2)cc1 | 3.1% | -7.5% | -9.5%
CN(C)C1(CNC(=O)C2CCN(S(=O)(=O)c3c(Cl)cccc3Cl)CC2)CCCCC1 | -0.2% | -24.3% | 1.0%
Cn1nnnc1SCc1nnc(-c2ccc(F)cc2)o1 | 2.3% | -2.8% | 11.2%
CCOC(=O)c1c(S(=O)(=O)Nc2ccc(F)cc2C)c(C)n(C)c1C | 4.3% | -1.1% | -6.5%
COc1ccccc1Nc1nnc(SCc2cc(=O)n3cc(C)ccc3n2)s1 | 0.0% | ? | ?
CC(=O)Nc1ccc(S(=O)(=O)N(C)c2ccccc2)cc1 | 3.0% | -5.9% | -8.0%

# Additional compounds follow:
smiles | TDP1 block | DT40 TDP1 no CPT | TDP1 cell CPT
CCC(=O)NC(=S)Nc1ccc(NC(=O)COc2ccc([N+](=O)[O-])cc2)cc1 | 5.5% | 23.1µM* | ?
Cc1onc(-c2c(F)cccc2Cl)c1C(=O)OCC(=O)c1c[nH]c2ccccc12 | nt | 18.4µM* | ?
c1ccc(C2=Nc3cccnc3C(c3ccccc3)=NN2)cc1 | 2.6% | -11.6% | -10.6%
CCn1c(SCC(=O)Nc2cc(C)on2)nc2c([nH]c3ccccc32)c1=O | 1.1% | 18.4µM* | ?
CCc1nc(C)cn1S(=O)(=O)c1cc(F)ccc1OC | 1.2% | 1.7% | -26.7%
O=c1nc(-c2ccccc2Cl)c2cc(F)ccc2[nH]1 | nt | ? | -13.5%
COCCNS(=O)(=O)c1ccc(C2CNC(=O)C2)cc1 (stereo not given) | 1.2% | -2.3% | 7.1%
O=C(/C=C/c1ccccc1[N+](=O)[O-])NCCCN1CCCC1=O | 3.0% | 15.4% | -13.3%
